Cav32 inh: Cav3.2 calcium influx blockers – cell-based, Fluo-4 calcium fluorescence, FDSS, MLSMR library, primary screen | AID 449739, 2010 | Cav3.2-expressing cells; hits give low values | B-score at 10 µM | Voltage-dependent T-type calcium channel subunit alpha-1H (Homo sapiens), O95180 | 100,000 tested, 4% active;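 active means single-dose well whose peak fluorescence ratio is a statistical outlier from its plate by either plate-standardised score or position-corrected B-score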
Numbers without * were called inactive. This is a subset, so the mix of outcomes need not match the whole.

SMILES	Cav32 inh
O=C(CN1C(=O)CCS(=O)(=O)c2ccccc21)Nc1cccc(Cl)c1	1.4
Cc1cc(C)nc(/N=C(\N)Nc2cc([N+](=O)[O-])ccc2C)n1	0.19
O=C(CNc1ccc(Br)cc1)c1ccccc1	-0.52
Cc1ccc(S(=O)(=O)CC#CCOC(=O)c2ccc([N+](=O)[O-])cc2)cc1	-0.037
CCOc1ccc(NC(=O)C2CC(=O)N(c3cc(C)cc(C)c3)C2)cc1 (stereo unspecified)	-2.4
NC1CCN(c2cccc(Cl)n2)CC1	1.2
Cc1cc(C)nc(NCCCc2ccccc2)n1	-0.6
COc1cccc(NC(=O)CN(c2ccc(C)cc2)S(=O)(=O)c2c(C)nn(C)c2C)c1	0.54
COCc1c(C(=O)OCC(=O)N2c3ccccc3NC(=O)C2(C)C)oc2ccccc12	0.16
Cc1ccc(NN2C(=O)C=C(c3ccc(Cl)cc3)C2=O)cc1	0.64
CC1CCCCN1CC(=O)Nc1sccc1C#N (stereo unspecified)	-0.0047
Cn1c(=O)c2c(nc(N3CCCCCC3)n2CCSc2nc3ccccc3o2)n(C)c1=O	-3
O=C1NC2(CCCCC2)N=C1c1ccc(Br)cc1	-0.058
Cc1ccc(NC(=O)c2csc(-c3ccccc3)c2C)cc1	0.02
O=C(Cn1c(=O)c2c(ncn2Cc2ccccc2)n(Cc2ccccc2)c1=O)N1CCc2ccccc21	-0.85
CCCCn1c(-c2nn(C)cc2Cl)n[nH]c1=S	0.25
O=C(O)C1CCCN1S(=O)(=O)c1ccc2c(c1)CCC2 (stereo unspecified)	0.82
Cc1[nH]c2ccccc2c1SCC(=O)N1CCN(c2ccccc2)CC1	-3.2
CCc1ccc(N/C(SCc2cccc(F)c2)=C(/C#N)C(=O)NCc2ccco2)cc1	-3.6*
CCOC(=O)C1C(=O)CC(C)(O)C(C(=O)OCC)C1/C=C/c1ccccc1 (stereo unspecified)	1
Cc1cc(C)c2c(-n3cccc3)c(C(=O)NNS(=O)(=O)c3ccccc3)sc2n1	-1.5
COc1ccccc1Nc1ncccc1C(=O)O	-0.28
Cc1n[nH]c(=S)n1/N=C/c1ccc(OCc2ccc(Cl)cc2)cc1	0.33
CCN(C(=O)CSc1nncs1)c1c(N)n(Cc2ccccc2)c(=O)[nH]c1=O	0.33
CCN(CCCNC(=O)C1CCC(=O)N1C1CCCC1)c1cccc(C)c1 (stereo unspecified)	1

Compounds above that contain two or more sulfur atoms:
SMILES	Cav32 inh
Cc1cc(C)c2c(-n3cccc3)c(C(=O)NNS(=O)(=O)c3ccccc3)sc2n1	-1.5
CCN(C(=O)CSc1nncs1)c1c(N)n(Cc2ccccc2)c(=O)[nH]c1=O	0.33

3 entries out of the list above, ordered by their value in Cav32 inh, smallest number first.
SMILES	Cav32 inh
O=C(CNc1ccc(Br)cc1)c1ccccc1	-0.52
O=C1NC2(CCCCC2)N=C1c1ccc(Br)cc1	-0.058
Cc1n[nH]c(=S)n1/N=C/c1ccc(OCc2ccc(Cl)cc2)cc1	0.33

Other compounds:
SMILES	Cav32 inh
O=C(c1ccc2c(c1)[nH]c(=S)n1c3ccccc3nc21)N1CCN(c2ncccn2)CC1	0.12
Nc1ccc(S(=O)(=O)N2CCCC2)cc1	1.5
COc1cc(NC(=O)c2cc(C(C)C)on2)cc(OC)c1OC	-0.41
O=C(/C=C/Nc1cccc([N+](=O)[O-])c1)c1cccs1	-0.068
N/C(=N\OC(=O)Cc1cccc2ccccc12)c1ccccn1	0.19
COC(=O)c1ccc(/C=N/NC(=O)c2cccc(F)c2)cc1	0.67
C=CCSc1nnc(Cc2cc(=O)[nH]c(=O)[nH]2)n1-c1cc(C)ccc1C	-0.56
CCN(CC)C(=S)SCC(=O)Nc1cccc(C(F)(F)F)c1	-3
O=C(Nc1ccccc1N1CCOCC1)c1ccc2c(c1)C(=O)N(Cc1ccncc1)C2=O	-2.1
CCOC(=O)C(NC(=O)Nc1ncccn1)(Oc1ccccc1)C(F)(F)F (stereo unspecified)	0.32
O=C(COc1ccc(F)cc1)Nc1nccs1	0.31
CCOC(=O)c1nc(C)n(-c2ccc(Cl)cc2Cl)n1	0.9
Cn1c(N)c(C(=O)CCl)c(=O)n(C)c1=O	-0.81
O=C(CNC(=O)c1cccs1)NCCN1CCN(Cc2ccccc2)CC1	-0.0034
COCCCn1c(SCc2nc3ccccc3c(=O)[nH]2)nc2ccccc2c1=O	0.55
CCN(CC(=O)NC(=O)NC1CCCCC1)Cc1nc2ccccc2c(=O)[nH]1	-0.2
C=CCn1cc(C(=O)NCc2ccco2)c(=O)c2cc(S(=O)(=O)N3CCCCCC3)ccc21	-4.9*
COc1cccc(/C=N/n2c(-c3cccs3)n[nH]c2=S)c1	0.49
Cc1ccn2cc(C(=O)NC3CCN(Cc4ccccc4)CC3)nc2c1	0.65
C=CCN(CC=C)Cc1ccc(C(=O)OC)o1	0.64
COCCNC(=O)C(c1cccs1)N(C(=O)Cn1nnc2ccccc21)c1ccc(OC)cc1 (stereo unspecified)	0.68
COC(C[C@@H]1O[C@@H]1[C@H](O)[C@H](C)OCc1ccccc1)OC	1.5
Cc1cc(Nc2ncc(Cl)cc2Cl)n(-c2ccccn2)n1	0.24
Cc1cc(OC(=O)N2CCCCC2)cc(C)c1Cl	-1.8
Cc1ccc(-c2ccccc2NC(=O)C2C3C=CC(C3)C2C(=O)O)o1 (stereo unspecified)	-1.4

Next part (six carried over from the part before).
SMILES	Cav32 inh
C=CCN(CC=C)Cc1ccc(C(=O)OC)o1	0.64
COCCNC(=O)C(c1cccs1)N(C(=O)Cn1nnc2ccccc21)c1ccc(OC)cc1 (stereo unspecified)	0.68
COC(C[C@@H]1O[C@@H]1[C@H](O)[C@H](C)OCc1ccccc1)OC	1.5
Cc1cc(Nc2ncc(Cl)cc2Cl)n(-c2ccccn2)n1	0.24
Cc1cc(OC(=O)N2CCCCC2)cc(C)c1Cl	-1.8
Cc1ccc(-c2ccccc2NC(=O)C2C3C=CC(C3)C2C(=O)O)o1 (stereo unspecified)	-1.4
COC(=O)C1(CC2CC(c3ccccc3)=NO2)CCN(C(=O)OC(C)(C)C)CC1 (stereo unspecified)	-2.5
c1ccc([C@H]2CC3C[C@@H](c4ccccc4)N2O3)cc1	-0.39
COc1ccc(S(=O)(=O)NC(C)C(=O)Nc2cccc(C(C)=O)c2)cc1 (stereo unspecified)	0.77
COC(=O)c1ccnc(/C=N/O)c1	-3.4
CCOc1cc(C)nc(N2CCC(C(=O)Nc3ccccc3OCC)CC2)n1	-2.1
COc1ccc(C(=O)C(CN2CCCC2)c2ccccc2)cc1 (stereo unspecified)	0.37
CC(C)N(C(=O)COC(=O)c1ccccc1C(=O)N1CCN(c2ccc(F)cc2)CC1)C(C)C	0.0027
CCC(=O)NCCc1nc2ccccc2n1Cc1ccccc1	0.91
CCOc1cc2oc(=O)c3c(c2cc1Cl)CCC3	-0.045
Cc1cc(NC(=O)C2CCN(S(=O)(=O)Cc3ccccc3)CC2)ccc1-n1cnnn1	0.3
CN(C)c1nc(NCc2ccccc2)nc(SCC(=O)Nc2ccc(Cl)c(Cl)c2)n1	-4.1*
CC1=CS(=O)(=O)CC1Sc1ncn[nH]1 (stereo unspecified)	1.4
COc1ccccc1-c1nc(-c2ccc(C)nc2OC)no1	-1.3
Cc1ccc(N(CC(=O)NCc2ccc3c(c2)OCO3)S(=O)(=O)c2c(C)noc2C)cc1	-0.42
Cc1ccc(C)c(OCCCC(=O)Nc2ccc(N3CCOCC3)cc2)c1	-0.88
N#CC1=C(N)OC2=C(C(=O)CCC2)C1CCc1ccccc1 (stereo unspecified)	-0.24
O=C(Oc1cccnc1)c1ccco1	0.35
CC(C)CCNC(=O)C(c1cccnc1)N(Cc1ccccc1)C(=O)Cn1nnc2ccccc21 (stereo unspecified)	0.28
CCc1cc(C(N)=S)ccn1	0.21
O=C(CSc1nc2ccccc2c(=O)n1CCC(=O)N1CCCCC1)NCc1ccccc1	-0.69
CCCc1cc(=O)oc2cc(C)cc(OC(=O)c3ccco3)c12	0.14
CC(C)(C)CC(=O)Nc1nnc(-c2cccs2)s1	-0.15
O=c1[nH]c(CSc2nnc(NCCCN3CCOCC3)s2)nc2cc(Cl)ccc12	0.56
COc1ccc(COCCN2CCN(S(=O)(=O)c3ccc(C)cc3)CCC2=O)cc1	0.022
CCOC(=O)C1CCN(C(=O)c2n[nH]c(=O)c3ccccc23)CC1	0.36
Continuation.
SMILES	Cav32 inh
Cc1nc(SCC#N)c2c3c(sc2n1)CCC3	-0.4
S=C1SCN(CCN2CCOCC2)CN1Cc1ccccc1	1.3
CCCc1cc(-n2cnc3ccccc32)n2c(nc3ccccc32)c1C#N	0.34
COc1ccc(C)cc1S(=O)(=O)N1CCN(S(=O)(=O)c2cc(C)ccc2OC)C(C)C1 (stereo unspecified)	-1.9
CCCN(CC1CC1)C(=O)COc1ccccc1C(=O)NCc1ccccc1	-2.5
CC(C)c1ccc(C2NC(C(=O)O)CS2)cc1 (stereo unspecified)	-0.031
Cc1nc(-c2cccc(NS(=O)(=O)c3ccccc3)c2)cs1	-2.2
Cc1onc(-c2ccccc2Cl)c1C(=O)NCc1ccccn1	0.25
Cc1cc(C(=O)CN2C(=O)NC(c3ccccc3)(c3ccccc3)C2=O)c(C)n1Cc1ccco1	-8.6*
Cc1ccc(C)c(NC(=O)CCC(=O)N/N=C/c2ccc[nH]2)c1	0.31
C[C@H](NC(=O)Nc1ccccc1F)C(=O)O	0.88
CCc1n[nH]c2c1/C(=N\O)CC(C)(C)C2	0.36
CCOC(=O)/C(C#N)=C1/C=CN(c2ccccc2)C=N1	1.5
N#CC1=C(N)Oc2c(oc(CO)cc2=O)C12C(=O)Nc1ccc(Cl)cc12 (stereo unspecified)	-0.46
c1ccc(CN2CCN(c3nc(-c4ccccc4)nc4ccccc34)CC2)cc1	-0.3
CC(C)Sc1nc(N2CCCC2)c2c(c1C#N)CC(C)(C)OC2	-2.3
O=C(Nc1ccc(Cl)c(Cl)c1)N1CC=CCC1	-0.29
Cc1ccccc1N1CCN(C(=O)c2ccccc2NC(=O)/C=C\C(=O)O)CC1	-0.015
CCN(N=Nc1cccc([N+](=O)[O-])c1)c1cccc([N+](=O)[O-])c1	-1.8
CCOC(=O)C1=C(CSc2nc(-c3ccncc3)ccc2C#N)OC(N)=C(C#N)C1c1ccc(OC)cc1 (stereo unspecified)	-4.3
COc1ccc(NC(=O)CSc2[nH]c(=O)cc(C)c2C#N)cc1OC	-0.36
Clc1cccc(Cl)c1Cn1cnc2c(N3CCCCCC3)ncnc21	-0.24
CCOc1cc(CNCCCN2CCOCC2)ccc1OCC(=O)Nc1cccc2ccccc12	0.8
CCCCC(=O)NC(c1ccc(OC)c(OC)c1)c1c(O)ccc2ccccc12 (stereo unspecified)	1
O=C(NCc1ccco1)c1ccccc1NS(=O)(=O)c1cccs1	0.18
(list continues)
SMILES	Cav32 inh
O=C1c2ccccc2C2NC(=O)C3(CCCCC3)N12 (stereo unspecified)	1
NC(=O)CSc1nnc(Cc2cccs2)n1C1CCCCC1	1.1
CC(=O)O[C@H]1C2OC(=O)C(C)=C2[C@@H]2OC(=O)[C@]3(CCC4OC41C)OC23 (stereo partly specified)	-0.0065
Cc1ccsc1C(=O)OCC(=O)NCC1CCCO1 (stereo unspecified)	-0.41
O=C1CC(N2CCN(Cc3ccc4c(c3)OCO4)CC2)C(=O)N1CCc1ccccc1 (stereo unspecified)	0.27
NC(=O)CSc1nnc2n(-c3ccccc3)c(=O)c3c4c(sc3n12)CCCCC4	1.9
O=C(CCC1CCCC1)Nc1ccon1	0.4
Cn1c(CCN2CCCCC2)nc2cc([N+](=O)[O-])ccc21	-0.14
Cc1cccc(Nc2nc(N)nc(CN3CCN(c4ccccc4F)CC3)n2)c1	-4.9*
Cc1ccc(S(=O)(=O)c2nc(-c3cccs3)oc2SCC(N)=O)cc1	1.4
Cc1ccc(C)c(NC(=O)CSc2nnc([C@@H]3CCCN3C(=O)OC(C)(C)C)o2)c1	-0.44
CC(C)NC(=O)CCCc1cn(C)c2ccccc12	0.25
CCn1cc(C(=O)NCC2CCCO2)c(=O)c2cc(F)c(N3CCN(C)CC3)cc21 (stereo unspecified)	-0.68
Cc1csc2nc(CSc3nc4ccccc4o3)c(Br)n12	-3.2
CCCCC(=O)N1CCCC(C(=O)OCC)C1 (stereo unspecified)	-0.85
CCN(CC)c1ccc2c(C)c(CN3CCOCC3)c(=O)oc2c1	0.6
CC1CCCC(C)N1C(=O)Cn1c(SCC(=O)NCc2ccc3c(c2)OCO3)nc2ccccc21 (stereo unspecified)	-1.4
Cc1ccc(S(=O)(=O)Cc2nc3ccccc3c(=O)[nH]2)cc1	2.2
CCOC(=O)c1c(C)nc2sc3c(=O)n(-c4ccc(OC)cc4)cnc3c2c1-c1ccc(OC)cc1	0.041
CCCN1C(=O)c2ccc(C(=O)NCc3ccco3)cc2C1=O	0.14
O=C(Nc1cccc(Cl)c1)c1ccc(-n2cncn2)c([N+](=O)[O-])c1	-0.49
CCN(c1ccccc1)S(=O)(=O)c1ccc2[nH]cc(C(=O)NCCOC)c(=O)c2c1	1.2
CCOC(=O)CSc1nc2sc(C)c(C)c2c(=O)[nH]1	-0.06
O=C(OCC(=O)N1CCOCC1)c1ccc[nH]c1=O	0.12
CCN=C(N/N=C/c1ccc([N+](=O)[O-])cc1)SC	-0.074
CCC1=C(OC(=O)N(CC)CC)N2C(=O)OC(=NCC3CC3)[C@]2(C)[C@H]2C1=CC[C@H]1C(=O)N(C)C(=O)[C@H]12	0.82
CSc1nc(N(C)NC(=O)c2cccc(C)c2)c2ccccc2n1	-7.2*
COCC(=O)Nc1cc(C(=O)Nc2ccccc2C)ccc1Cl	0.74

Some of these compounds in order of formula weight, falling.
SMILES	Cav32 inh
COc1ccc(S(=O)(=O)NC(C)C(=O)Nc2cccc(C(C)=O)c2)cc1 (stereo unspecified)	0.77
Cc1onc(-c2ccccc2Cl)c1C(=O)NCc1ccccn1	0.25
COc1cccc(/C=N/n2c(-c3cccs3)n[nH]c2=S)c1	0.49
COC(=O)c1ccc(/C=N/NC(=O)c2cccc(F)c2)cc1	0.67
O=C(CCC1CCCC1)Nc1ccon1	0.4

Bioassay records as filed in PubChem BioAssay.
